Bioassay records: PubChem BioAssay, The Scripps Research Institute Molecular Screening Center
sPLA2-III inh – human group III sPLA2 inhibitors, primary screen, biochemical, QFRET, BODIPY PC-A2 liposome substrate | QFRET BODIPY PC-A2 liposome hydrolysis, fluorescence | inhibition, % at 12.2 µM | 0.56% of 370,000 active;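 active means inhibition above mean plus 3 SD of compounds lying within the high and low control bounds, cut at about 19% in these data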;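 further: 0% = median of test compound wells and 100% = no enzyme DMSO wells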
Target sequence (Q9NZ20 whole entry, looked up): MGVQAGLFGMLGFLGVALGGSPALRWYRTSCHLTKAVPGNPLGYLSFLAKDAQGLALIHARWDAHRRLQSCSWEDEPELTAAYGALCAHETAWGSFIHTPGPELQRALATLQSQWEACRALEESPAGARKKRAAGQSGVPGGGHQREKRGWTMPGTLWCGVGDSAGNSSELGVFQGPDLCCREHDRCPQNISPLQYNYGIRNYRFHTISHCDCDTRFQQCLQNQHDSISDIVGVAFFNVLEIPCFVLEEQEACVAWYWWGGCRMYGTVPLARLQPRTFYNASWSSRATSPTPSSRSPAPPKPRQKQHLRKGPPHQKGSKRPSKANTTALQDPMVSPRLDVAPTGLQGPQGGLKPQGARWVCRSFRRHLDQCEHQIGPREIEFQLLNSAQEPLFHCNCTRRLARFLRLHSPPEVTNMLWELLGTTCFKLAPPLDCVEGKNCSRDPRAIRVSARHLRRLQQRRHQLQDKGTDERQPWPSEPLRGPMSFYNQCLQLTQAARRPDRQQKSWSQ
ADAM10 inh – human ADAM10 inhibitors, primary screen, biochemical, QFRET, HTS. inhibition, % at 7 µM. recombinant ADAM10, EDANS/DABCYL FRET peptide cleavage, 3 h. 0.62% of 370,000 active. Disintegrin and metalloproteinase domain-containing protein 10 (Homo sapiens), O14672;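 active means inhibition above a per-campaign cutoff equal to the mean of compounds falling between control-based bounds plus 3 SD, cut at about 20% in these data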;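 further: 0% = DMSO wells while the 100% control is not disclosed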
DAX1 inh-1 – DAX1 (NR0B1) inhibitors on StAR promoter, primary screen, cell-based, luminescence, SF-1 (NR5A1), full-length DAX-1 | HEK293T StAR-luciferase reporter, SF-1/DAX-1 repression relief | inhibition, % at 6.8 µM | 1.1% of 370,000 active | AID 652010, 2013;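 active means inhibition above the mean over all tested compounds plus 3 SD, cut at about 3.6% in these data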;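 further: 0% = DAX-1 cells with DMSO and 100% = cells lacking DAX-1 with DMSO; higher inhibition means more luminescence from relief of DAX-1 repression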
PLCg1 inh – PLC-gamma1 enzyme inhibitors, primary screen, biochemical, fluorescence, purified enzyme; inhibition, % at 12.2 µM; 1-phosphatidylinositol 4,5-bisphosphate phosphodiesterase gamma-1 (Homo sapiens), P19174; fluorogenic substrate; 0.84% of 370,000 active; AID 720700, 2013; in the data active means inhibition above about 9.5%
hcDAF-12 act – H. contortus DAF-12 nuclear receptor activators, primary screen, cell-based, luminescence, HEK293, lit1-tk-luc reporter | 1.4% of 370,000 active | activation, % at 6.8 µM | HEK293 hcDAF-12 lit1-tk-luc reporter; 0% DMSO, 100% Δ7-dafachronic acid;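 active means activation above the mean of all tested compounds plus 3 SD, cut at about 5.5% in these data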;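 further: 100% = response to 3 µM Δ7-dafachronic acid high control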
DAX1 inh-2 – DAX1 (NR0B1) inhibitors, primary screen, cell-based, HEK293, Gal4-DAX1, luciferase luminescence. 0.99% of 340,000 active. inhibition, % at 6.75 µM. AID 504766, 2011. HEK293 Gal4-DAX1 luciferase reporter;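 active means inhibition above the mean over all tested compounds plus 3 SD, cut at about 4.2% in these data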;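 further: 0% = DAX1-transfected cells with DMSO and 100% = empty-vector control cells with DMSO; inhibition shows as a rise in luminescence from relieved DAX1 repression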
Target sequence (P51843 207-470 limits assumed): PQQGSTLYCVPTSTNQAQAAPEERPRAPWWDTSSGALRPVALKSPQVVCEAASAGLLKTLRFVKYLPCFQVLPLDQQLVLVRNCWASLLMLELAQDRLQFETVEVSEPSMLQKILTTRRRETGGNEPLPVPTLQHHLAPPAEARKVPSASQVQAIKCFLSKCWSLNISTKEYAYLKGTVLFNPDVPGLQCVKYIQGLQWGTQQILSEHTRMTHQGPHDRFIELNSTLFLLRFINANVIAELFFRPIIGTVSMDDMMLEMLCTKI
ssDAF12 agonist – S. stercoralis DAF-12 nuclear receptor activators, primary screen, cell-based, luminescence, HEK293, GRIP1 co-expression, lit1-tk-luc; Nuclear hormone receptor DAF-12 (Strongyloides stercoralis); HEK293 ssDAF-12/GRIP1 lit1-tk-luc reporter; % of 3 µM dafachronic acid response; 1% of 370,000 active; activation, % at 6.8 µM;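 active means activation above the mean over all tested compounds plus 3 SD, cut at about 0.9% in these data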;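 further: 0% = DMSO-only wells and 100% = 3 µM delta7-dafachronic acid wells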
FXN GAA850 act – FXN promoter activators, primary screen, cell-based, luciferase luminescence, HEK293 lucGAA850. HEK293 lucGAA850 FXN promoter luciferase reporter, 24 h; percent of 10 µM SAHA response. 0.56% of 360,000 active. activation, % at 6 µM. AID 540364, 2011;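 active means activation above the average of all compounds screened plus 3 SD, cutoff fixed separately per campaign, cut at about 7.5% in these data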;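 further: 0% = DMSO wells and 100% = 10 µM SAHA wells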
hgDAF12 agonist – H. glycines DAF-12 receptor agonists, primary screen, cell-based, luminescence, HEK293, GAL4 fusion, UAS-luciferase. Nuclear hormone receptor DAF-12 (Heterodera glycines), GAL4 fusion. HEK293 GAL4-hgDAF12 UAS-luciferase reporter, agonist luminescence; normalized to butyrate control. activation, % at 6.8 µM. 1.8% of 370,000 active;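 active means activation above a cutoff set at the mean of all screened compounds plus 3 SD, cut at about 10% in these data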;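 further: 0% = DMSO wells and 100% = sodium butyrate wells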
ADAM17 inh – ADAM17 inhibitors, primary screen, biochemical, QFRET. Disintegrin and metalloproteinase domain-containing protein 17 (Homo sapiens), P78536. inhibition, % at 6.95 µM. recombinant ADAM17, EDANS/DABCYL FRET peptide cleavage. 0.83% of 370,000 active;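 active means inhibition above the mean of compounds lying between control limits plus 3 SD, set per campaign, cut at about 8.5% in these data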;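 further: 0% = DMSO-only wells as the low control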
PLC-beta3 inh – human PLC-beta3 inhibitors, primary screen, biochemical, fluorescence; 0.18% of 370,000 active; AID 720704, 2013; inhibition, % at 12.2 µM; 1-phosphatidylinositol 4,5-bisphosphate phosphodiesterase beta-3 (Homo sapiens), Q01970; Purified PLC-beta3, fluorogenic substrate; in the data active means inhibition above about 11%;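 further: 0% = median of compound wells on plate and 100% = full blocker control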
Starred values were filed as active, the others as inactive.

For COc1cc(C(C[N+](=O)[O-])c2c(-c3ccccc3)cc3ccccn23)cc(OC)c1OC (centres undefined) the results were sPLA2-III inh -10, ADAM10 inh -8, DAX1 inh-1 -0.3, PLCg1 inh -24, hcDAF-12 act -0.9, DAX1 inh-2 0.7, ssDAF12 agonist -0.8, FXN GAA850 act -0.6, hgDAF12 agonist 1.6, ADAM17 inh -5 and PLC-beta3 inh -32.
Screening CCN(CC(=O)NCc1ccc(Cl)cc1)C(=O)Cc1ccccc1[N+](=O)[O-] returned sPLA2-III inh -5, ADAM10 inh -5, DAX1 inh-1 -2.3, PLCg1 inh -1, hcDAF-12 act -2.0, DAX1 inh-2 1.5, ssDAF12 agonist -1.1, FXN GAA850 act -0.5, hgDAF12 agonist -0.2, ADAM17 inh -1 and PLC-beta3 inh -6.
For CCCNC(=O)Nc1ccsc1C(=O)OC the results were sPLA2-III inh 0, ADAM10 inh -5, DAX1 inh-1 -0.1, PLCg1 inh 1, hcDAF-12 act 0.0, DAX1 inh-2 1.9, ssDAF12 agonist -0.6, FXN GAA850 act 2.2, hgDAF12 agonist -0.1, ADAM17 inh 1 and PLC-beta3 inh 2.
Screening O=C(Nc1ccc2c(c1)OCCO2)c1ccc(Br)s1 returned sPLA2-III inh 4, ADAM10 inh -2, DAX1 inh-1 5.9*, PLCg1 inh -4, hcDAF-12 act 5.8*, DAX1 inh-2 -1.5, ssDAF12 agonist 1.5*, FXN GAA850 act 1.6, hgDAF12 agonist 12*, ADAM17 inh -1 and PLC-beta3 inh 0.
For CCOC(=O)c1c(-c2ccco2)csc1NC(=O)COC(=O)c1cnc(C)cn1 the results were sPLA2-III inh -5, ADAM10 inh 2, DAX1 inh-1 0.4, PLCg1 inh -8, hcDAF-12 act -2.4, DAX1 inh-2 -0.3, ssDAF12 agonist -1.4, FXN GAA850 act 2.8, hgDAF12 agonist -1.4, ADAM17 inh -6 and PLC-beta3 inh -21.
Screening OC(CNCc1ccc(F)cc1)(c1ccc(F)cc1)c1ccc(F)cc1 returned sPLA2-III inh -8, ADAM10 inh 6, DAX1 inh-1 -0.7, PLCg1 inh 2, hcDAF-12 act 0.3, DAX1 inh-2 -1.0, ssDAF12 agonist -1.9, FXN GAA850 act -0.8, hgDAF12 agonist 3.2, ADAM17 inh 2 and PLC-beta3 inh 7.
Screening Cc1cc(C(=O)NNS(=O)(=O)c2cc(C(=O)O)ccc2Cl)c(C)n1-c1ccccc1 returned sPLA2-III inh -11, ADAM10 inh -3, DAX1 inh-1 -5.7, PLCg1 inh -1, hcDAF-12 act -5.1, DAX1 inh-2 -0.6, ssDAF12 agonist -2.4, FXN GAA850 act -9.2, hgDAF12 agonist -7.2, ADAM17 inh 3 and PLC-beta3 inh -7.
`c1cc2c(c(CC3CO3)c1CC1CO1)OCCOCCOCCOCCO2` (centres undefined) gave sPLA2-III inh -8, ADAM10 inh 3, DAX1 inh-1 -0.6, PLCg1 inh 3, hcDAF-12 act -0.2, DAX1 inh-2 -0.3, ssDAF12 agonist -0.6, FXN GAA850 act -2.0, hgDAF12 agonist 1.4, ADAM17 inh 2 and PLC-beta3 inh 3.
Screening O=C(c1cc(-c2cccc(O)c2)on1)N1CCc2ccccc2C1 returned sPLA2-III inh -33, ADAM10 inh -2, DAX1 inh-1 0.5, PLCg1 inh -4, hcDAF-12 act -1.3, DAX1 inh-2 -0.4, ssDAF12 agonist -1.2, FXN GAA850 act -3.0, hgDAF12 agonist 3.5, ADAM17 inh 2 and PLC-beta3 inh -5.
`COc1ccc(N2CCN(c3cc(C)nc4ccc(OC)cc34)CC2)cc1` gave sPLA2-III inh 3, ADAM10 inh 1, DAX1 inh-1 -0.4, PLCg1 inh 3, hcDAF-12 act -3.6, DAX1 inh-2 -0.9, ssDAF12 agonist -1.5, FXN GAA850 act 1.1, hgDAF12 agonist -0.2, ADAM17 inh 4 and PLC-beta3 inh -2.
CN(C)C(=O)c1ccc(NC(=O)c2ccccc2-c2ccccc2)cc1 was read as sPLA2-III inh 11, ADAM10 inh -1, DAX1 inh-1 -0.1, PLCg1 inh 0, hcDAF-12 act -2.9, DAX1 inh-2 0.9, ssDAF12 agonist -1.2, FXN GAA850 act 0.8, hgDAF12 agonist -2.9, ADAM17 inh -1 and PLC-beta3 inh -6.
Screening CCOc1ccc(NC(=O)CSc2nccn(-c3ccc4c(c3)OCCO4)c2=O)cc1 returned sPLA2-III inh 0, ADAM10 inh 4, DAX1 inh-1 -3.5, PLCg1 inh -7, hcDAF-12 act 0.2, DAX1 inh-2 -0.9, ssDAF12 agonist -0.4, FXN GAA850 act 0.0, hgDAF12 agonist 1.4, ADAM17 inh 1 and PLC-beta3 inh -3.
Screening Cc1cccn2c(=O)c3cc(C(=O)NC4CCCC4)sc3nc12 returned sPLA2-III inh 5, ADAM10 inh inactive, DAX1 inh-1 -1.0, PLCg1 inh -187, hcDAF-12 act -1.7, DAX1 inh-2 0.4, ssDAF12 agonist -0.9, FXN GAA850 act 3.5, hgDAF12 agonist -1.0, ADAM17 inh -197 and PLC-beta3 inh -302.
Screening CC(C)C[C@H]1COc2cccc(F)c2S(=O)(=O)N1Cc1cn(CCC2OCCCO2)nn1 returned sPLA2-III inh -2, ADAM10 inh 2, DAX1 inh-1 -0.8, PLCg1 inh 2, hcDAF-12 act -2.2, ssDAF12 agonist -1.0, hgDAF12 agonist 0.7, ADAM17 inh -2 and PLC-beta3 inh 1.
Screening CCc1ccc(C(=O)C[n+]2cccc3cc(OC)ccc32)cc1 returned sPLA2-III inh -11, ADAM10 inh -249, DAX1 inh-1 -1.0, PLCg1 inh -77, hcDAF-12 act -2.5, DAX1 inh-2 -2.3, ssDAF12 agonist -1.4, FXN GAA850 act 0.5, hgDAF12 agonist -2.1, ADAM17 inh -88 and PLC-beta3 inh -90.
For COc1ccc(-c2nc3ccc(C)cn3c2Cc2ccccc2)cc1OC the results were sPLA2-III inh 9, ADAM10 inh -336, DAX1 inh-1 -0.6, PLCg1 inh -64, hcDAF-12 act -3.0, ssDAF12 agonist -1.4, hgDAF12 agonist -0.5, ADAM17 inh -90 and PLC-beta3 inh -88.
Screening COc1ccc(CC(=O)Nc2ccc(/C(C)=N/NC(=O)c3ccc(OC)cc3OC)cc2)cc1 returned sPLA2-III inh -5, ADAM10 inh 5, DAX1 inh-1 0.1, PLCg1 inh 1, hcDAF-12 act -2.4, DAX1 inh-2 0.1, ssDAF12 agonist -0.5, FXN GAA850 act 0.8, hgDAF12 agonist 1.9, ADAM17 inh -1 and PLC-beta3 inh -4.
For CCN1CCN(c2ccc(S(=O)(=O)N3CCCCC3)cc2NC(=O)Cc2c(Cl)cccc2Cl)CC1 the results were sPLA2-III inh -12, ADAM10 inh -4, DAX1 inh-1 -0.2, PLCg1 inh 2, hcDAF-12 act 0.9, DAX1 inh-2 0.2, ssDAF12 agonist -1.1, FXN GAA850 act -4.1, hgDAF12 agonist -2.3, ADAM17 inh -1 and PLC-beta3 inh -3.
`CCCCCC(=O)Oc1cccc(N2C(=O)C3CCCCC3C2=O)c1` (centres undefined) gave sPLA2-III inh -2, ADAM10 inh 13, DAX1 inh-1 -0.3, PLCg1 inh 3, hcDAF-12 act -0.9, DAX1 inh-2 -0.5, ssDAF12 agonist -0.8, FXN GAA850 act 2.0, hgDAF12 agonist 0.7, ADAM17 inh 0 and PLC-beta3 inh 1.
O=C(NC1CCCc2ccccc21)c1ccccc1 (centres undefined) was read as sPLA2-III inh 12, ADAM10 inh 2, DAX1 inh-1 -0.1, PLCg1 inh 0, hcDAF-12 act -1.6, DAX1 inh-2 -0.2, ssDAF12 agonist -0.9, FXN GAA850 act -0.5, hgDAF12 agonist 0.4, ADAM17 inh -4 and PLC-beta3 inh 1.
For CN1CC(=O)N2C(c3cccc([N+](=O)[O-])c3)c3[nH]c4ccccc4c3C[C@H]2C1=O (some centres undefined) the results were sPLA2-III inh -1, ADAM10 inh -3, DAX1 inh-1 -0.4, PLCg1 inh 1, hcDAF-12 act 4.2, DAX1 inh-2 0.0, ssDAF12 agonist 0.0, FXN GAA850 act -2.6, hgDAF12 agonist -2.0, ADAM17 inh -5 and PLC-beta3 inh 1.
Screening CCOP(=O)(c1ccc(N(C)C)cc1)C(O)c1cccnc1 (centres undefined) returned sPLA2-III inh 4, ADAM10 inh 10, DAX1 inh-1 -0.1, PLCg1 inh 3, hcDAF-12 act 0.9, DAX1 inh-2 -1.2, ssDAF12 agonist -0.5, FXN GAA850 act 0.6, hgDAF12 agonist 2.5, ADAM17 inh -3 and PLC-beta3 inh 2.
O=C(O)CCCCCNC(=O)c1cccc(Br)c1 was read as sPLA2-III inh 5, ADAM10 inh -1, DAX1 inh-1 0.3, PLCg1 inh 4, hcDAF-12 act 0.5, DAX1 inh-2 0.7, ssDAF12 agonist -0.9, FXN GAA850 act -2.3, hgDAF12 agonist 1.8, ADAM17 inh -3 and PLC-beta3 inh 1.
Screening O=C1C=C(N2CCN(C(=O)c3ccccc3)CC2)C2(CCCCC2)O1 returned sPLA2-III inh 1, ADAM10 inh -12, DAX1 inh-1 -0.4, PLCg1 inh -4, hcDAF-12 act -0.1, DAX1 inh-2 -1.1, ssDAF12 agonist -1.1, FXN GAA850 act -1.2, hgDAF12 agonist 0.0, ADAM17 inh -4 and PLC-beta3 inh -8.
Screening CC(=O)N=c1c(C#N)cc2c(=O)n3ccccc3nc2n1Cc1ccccc1 returned sPLA2-III inh 2, ADAM10 inh -195, DAX1 inh-1 0.1, PLCg1 inh -40, hcDAF-12 act 0.4, DAX1 inh-2 -0.2, ssDAF12 agonist -1.4, FXN GAA850 act 1.6, hgDAF12 agonist 0.3, ADAM17 inh -69 and PLC-beta3 inh -51.
Cc1ccc(S(=O)(=O)N(CC(=O)NC2CCCCCC2)c2ccccc2F)cc1 was read as sPLA2-III inh 5, ADAM10 inh 2, DAX1 inh-1 -0.3, PLCg1 inh 2, hcDAF-12 act -1.8, DAX1 inh-2 0.5, ssDAF12 agonist -0.6, FXN GAA850 act 1.7, hgDAF12 agonist -1.9, ADAM17 inh -1 and PLC-beta3 inh 2.
